RNase H inhibition – RNase H inhibition, HIV 1 Gag Pol polyprotein, FRET biochemical assay, screening (AID 372) | HIV-1 RT RNase H, FRET RNA/DNA substrate fluorescence; higher % means a stronger effect | inhibition, % at 10 µM, or IC50 in µM where a hit was titrated | hit rate 0.77% among 100,000; in the data active means inhibition above about 50%
An asterisk follows results filed as active. A portion of the library; the hit share may differ from the screen's.

Sample of the layout:
Results for O=[N+]([O-])c1ccc(N2CCN(S(=O)(=O)c3ccc(Cl)cc3)CC2)c(C(F)(F)F)c1 ?
RNase H inhibition: 3%

How did CC1CCN(c2ccc(C(N)=O)cc2[N+](=O)[O-])CC1 do in these assays?
RNase H inhibition: 11%

The listing, from the start:
Results for O=[N+]([O-])c1ccc(N2CCN(S(=O)(=O)c3ccc(Cl)cc3)CC2)c(C(F)(F)F)c1 ?
RNase H inhibition: 3%

How did CC1CCN(c2ccc(C(N)=O)cc2[N+](=O)[O-])CC1 do in these assays?
RNase H inhibition: 11%

Results for C/C(=C\c1ccccc1)CN1CC(C)OC(C)C1 (configuration not stated) ?
RNase H inhibition: 7%

How did O=C(Nc1ccc(F)c(F)c1)c1ccc(C(=O)Nc2ccc(F)c(F)c2)cc1 do in these assays?
RNase H inhibition: 33%

What do the screens show for `O=C(N/N=C/c1ccc([N+](=O)[O-])cc1)c1ccccc1Cl`?
RNase H inhibition: 0%

What do the screens show for `COc1ccc(NC(=O)c2cc3ccccc3oc2=O)c(OC)c1`?
RNase H inhibition: 9%

Results for COc1ccc(CN2CCN(Cc3cc(Br)ccc3OC)CC2)c(OC)c1 ?
RNase H inhibition: 7%

Results for C#Cc1cccc(NC(=O)c2cccc(OC)c2)c1 ?
RNase H inhibition: 0%

How did COc1ccc(-c2cc(C)c3c(ccc4ccccc43)n2)cc1 do in these assays?
RNase H inhibition: 22%

How did CCN(N=Nc1nonc1-c1ccccc1)c1nonc1-c1ccccc1 do in these assays?
RNase H inhibition: 4%

How did O=C1NC(=O)C(=Cc2cc(Br)ccc2OCc2cccc3ccccc23)C(=O)N1 do in these assays?
RNase H inhibition: 13%

What do the screens show for `O=C(CSc1nc2ccccc2n1Cc1ccccc1)N/N=C/c1ccccc1O`?
RNase H inhibition: 13%

Results for O=C(O)CSc1ncnc2c1oc1ccccc12 ?
RNase H inhibition: 8%

Results for CCN1C(=O)/C(=C2\SC(=S)N(c3ccccc3)C2=O)c2ccccc21 ?
RNase H inhibition: 4%

What do the screens show for `Cc1ccc(C(=O)COC(=O)CCC(=O)Nc2ccc(Oc3ccccc3)cc2)cc1`?
RNase H inhibition: 0%

What do the screens show for `CC(=O)Nc1ccc(S(=O)(=O)N2CC(=O)NC(=O)C2)cc1`?
RNase H inhibition: 0%

Results for CN(C)Cn1c(O)c(N=NC(=O)c2ccncc2)c2cc(Br)ccc21 ?
RNase H inhibition: 2%

How did Cc1cccc(C)c1NC(=O)CSc1nc2ccccc2[nH]1 do in these assays?
RNase H inhibition: 0%

Results for C(=NNc1cc(N2CCOCC2)nc(N2CCOCC2)n1)c1cccs1 ?
RNase H inhibition: 8%

Results for Cc1ccc(NC(=O)c2ccco2)c([N+](=O)[O-])c1 ?
RNase H inhibition: 4%

Part of the list above in order of SMILES length, smallest number first.
Results for O=C(O)CSc1ncnc2c1oc1ccccc12 ?
RNase H inhibition: 8%

Results for C/C(=C\c1ccccc1)CN1CC(C)OC(C)C1 (configuration not stated) ?
RNase H inhibition: 7%

How did Cc1cccc(C)c1NC(=O)CSc1nc2ccccc2[nH]1 do in these assays?
RNase H inhibition: 0%

Results for Cc1ccc(NC(=O)c2ccco2)c([N+](=O)[O-])c1 ?
RNase H inhibition: 4%

How did CC1CCN(c2ccc(C(N)=O)cc2[N+](=O)[O-])CC1 do in these assays?
RNase H inhibition: 11%

How did CCN(N=Nc1nonc1-c1ccccc1)c1nonc1-c1ccccc1 do in these assays?
RNase H inhibition: 4%

Results for C(=NNc1cc(N2CCOCC2)nc(N2CCOCC2)n1)c1cccs1 ?
RNase H inhibition: 8%

What do the screens show for `CC(=O)Nc1ccc(S(=O)(=O)N2CC(=O)NC(=O)C2)cc1`?
RNase H inhibition: 0%

What do the screens show for `O=C(N/N=C/c1ccc([N+](=O)[O-])cc1)c1ccccc1Cl`?
RNase H inhibition: 0%

What do the screens show for `O=C(CSc1nc2ccccc2n1Cc1ccccc1)N/N=C/c1ccccc1O`?
RNase H inhibition: 13%

Results for CCN1C(=O)/C(=C2\SC(=S)N(c3ccccc3)C2=O)c2ccccc21 ?
RNase H inhibition: 4%

How did O=C1NC(=O)C(=Cc2cc(Br)ccc2OCc2cccc3ccccc23)C(=O)N1 do in these assays?
RNase H inhibition: 13%

Results for O=[N+]([O-])c1ccc(N2CCN(S(=O)(=O)c3ccc(Cl)cc3)CC2)c(C(F)(F)F)c1 ?
RNase H inhibition: 3%

Additional records follow.
Results for N#CSCCCCCOc1ccc(Br)cc1 ?
RNase H inhibition: 7%

Results for CCOC(=O)c1c(NC(=O)C(F)(F)F)sc(NC(=O)C(F)(F)F)c1C(=O)OCC ?
RNase H inhibition: 20%

Results for O=C(Nc1ccc2oc(-c3cccnc3)nc2c1)c1cc(I)ccc1Cl ?
RNase H inhibition: 10%

How did O=C(O)c1ccccc1C(=O)c1ccc(Cl)c(N2C(=O)c3ccccc3C2=O)c1 do in these assays?
RNase H inhibition: 1%

How did N/C(=N\OC(=O)c1ccc(F)cc1)c1ccc(Cl)cc1 do in these assays?
RNase H inhibition: 13%

What do the screens show for `O=C(Nc1ccc(S(=O)(=O)Nc2ncccn2)cc1)C1COc2ccccc2O1` (configuration not stated)?
RNase H inhibition: 0%

What do the screens show for `Cc1ccc2nc(NC(=O)CSc3nc4ccccc4[nH]3)sc2c1`?
RNase H inhibition: 15%

How did O=C(Nc1ccccc1C(F)(F)F)c1ccc(-c2cccc([N+](=O)[O-])c2)o1 do in these assays?
RNase H inhibition: 23%

What do the screens show for `CC1CN(C(=O)c2ccccc2C(=O)c2ncc[nH]2)CC(C)O1` (configuration not stated)?
RNase H inhibition: 1%

How did CCOC(=O)COc1ccc(C=C2C(=O)N(C)C(=S)N(C)C2=O)cc1Br do in these assays?
RNase H inhibition: 14%

Results for O=C(c1cccc([N+](=O)[O-])c1)n1cnc2ccccc21 ?
RNase H inhibition: 0%

How did COc1ccc(C2NC(=S)NC(C)=C2C(=O)Nc2ccc(Cl)cc2)cc1OC (configuration not stated) do in these assays?
RNase H inhibition: 13%

What do the screens show for `COc1ccc(C2=C(c3ccc(OC)cc3)C3(c4ccccc4)C(=O)C2(c2ccccc2)C2C(=O)N(c4cccc(C(=O)O)c4)C(=O)C23)cc1` (configuration not stated)?
RNase H inhibition: 34%

What do the screens show for `COc1ccc(Cl)cc1NC(=O)CN(Cc1ccccc1)S(=O)(=O)c1ccccc1`?
RNase H inhibition: 10%

Results for Oc1c(Cl)cc(Cl)cc1C=Nc1cccc2nsnc12 ?
RNase H inhibition: 0%

How did Cc1cc(C)n(-c2cc(Oc3ccccc3)nc(-c3ccccc3)n2)n1 do in these assays?
RNase H inhibition: 5%

What do the screens show for `CCOC(=O)C1=C(C)N=c2s/c(=C\c3ccc(OCC(=O)O)cc3)c(=O)n2C1c1ccccc1` (configuration not stated)?
RNase H inhibition: 12%

Results for CC(C)(C)c1cc(-c2ccc(F)cc2)c(C#N)c(N)n1 ?
RNase H inhibition: 8%

What do the screens show for `O=C1Nc2c(c3ccccc3oc2=O)Nc2ccccc21`?
RNase H inhibition: 14%

What do the screens show for `O=C(NCc1cccnc1)/C(=C/c1ccccc1)NC(=O)c1ccccc1`?
RNase H inhibition: 12%

How did Cc1ccc(-c2nc3ncccc3o2)cc1NC(=S)NC(=O)c1ccc(OC(C)C)cc1 do in these assays?
RNase H inhibition: 15%

What do the screens show for `CCCOc1ccc(C2C(C(=O)OC3CCCCC3)=C(C)NC3=C2C(=O)CC(c2ccc(OC)cc2)C3)cc1` (configuration not stated)?
RNase H inhibition: 18%

Results for Cc1cc(C)c(S(=O)(=O)N(C)c2ccccc2)c(C)c1 ?
RNase H inhibition: 8%

What do the screens show for `Cc1cc(C)c(NC(=O)C2CCCCN2C2C3CC4CC(C3)CC2C4)c(C)c1` (configuration not stated)?
RNase H inhibition: 14%

Results for CC(=O)N/N=C/c1cc(C)n(-c2cc(Cl)cc(Cl)c2)c1C ?
RNase H inhibition: 8%

What do the screens show for `CC1=C(C(=O)Nc2cccc(C)c2)C(c2cc(Br)ccc2O)NC(=O)N1` (configuration not stated)?
RNase H inhibition: 13%

What do the screens show for `O=C1c2ccc(F)cc2C(=O)N1c1ccccc1Br`?
RNase H inhibition: 17%

How did COc1cc(/C=C2\N=C(c3cccc(Br)c3)OC2=O)cc(OC)c1OC do in these assays?
RNase H inhibition: 4%

What do the screens show for `CCOC(=O)C1=C(C)N=c2s/c(=C\c3cccc(OCc4ccc(Cl)cc4Cl)c3)c(=O)n2C1c1ccc2c(c1)OCO2` (configuration not stated)?
RNase H inhibition: 13%

Results for CCOP(=O)(OCC)C(Nc1ccc(C)cc1)c1c[nH]c2ccccc12 (configuration not stated) ?
RNase H inhibition: 3%

Results for CCOc1ccc(OCCCCSc2ccc(Cl)cc2)cc1 ?
RNase H inhibition: 5%

How did Cc1nn(CC(=O)N2CCCc3ccccc32)c(C)c1[N+](=O)[O-] do in these assays?
RNase H inhibition: 0%

What do the screens show for `O=C(Nc1ccccc1C(=O)O)c1ccc2c(c1)C(=O)N(c1ccc(Br)cc1)C2=O`?
RNase H inhibition: 8%

What do the screens show for `N#CC1=C(N)OC2=C(C(=O)CC(c3ccccc3)C2)C1c1ccc2ccccc2c1` (configuration not stated)?
RNase H inhibition: 17%

Results for CCC1(C)Cc2c(sc3nc(SCc4ccccc4)[nH]c(=O)c23)CO1 (configuration not stated) ?
RNase H inhibition: 0%

How did CC1CCc2c(sc(NC(=O)c3ccccc3)c2C(=O)N2CCOCC2)C1 (configuration not stated) do in these assays?
RNase H inhibition: 0%

How did CSc1nnc2n(-c3ccccc3)c(=O)c3c4c(sc3n12)CCCCC4 do in these assays?
RNase H inhibition: 8%

What do the screens show for `COc1cc([N+](=O)[O-])cc(/C=N/NC(=O)CCC(=O)Nc2ccc(Br)cc2)c1O`?
RNase H inhibition: 3%

How did O=C1C2C(C(=O)N1c1ccc(Br)cc1[N+](=O)[O-])C1C=CC2C12CC2 (configuration not stated) do in these assays?
RNase H inhibition: 7%

What do the screens show for `Cc1ccccc1N1C(=O)/C(=C/c2ccc(-c3ccc(F)cc3)o2)C(=O)NC1=S`?
RNase H inhibition: 13%

Results for Cc1ccc(C)c(N(CC(=O)O)S(C)(=O)=O)c1 ?
RNase H inhibition: 10%

What do the screens show for `COc1ccc(/C=C(/NC(=O)c2ccccc2)C(=O)N/N=C/c2ccc(O)cc2)cc1`?
RNase H inhibition: 14%

What do the screens show for `Cc1cc(Cl)cc(Cl)c1OCC(=O)Nc1ccc(F)cc1`?
RNase H inhibition: 9%

What do the screens show for `COc1ccccc1-c1nc(-c2ccccc2[N+](=O)[O-])cc(=O)o1`?
RNase H inhibition: 15%

How did O=C1CC(N2CCN(C3CC(=O)N(CCc4ccccc4)C3=O)CC2)C(=O)N1CCc1ccccc1 (configuration not stated) do in these assays?
RNase H inhibition: 8%

How did CCOc1ccc(N(CC(=O)Nc2ccc(OC)c(OC)c2)S(=O)(=O)c2ccc(SC)cc2)cc1 do in these assays?
RNase H inhibition: 23%

Results for CC(/C=C/c1ccco1)=N\NC(=O)c1ccncc1 ?
RNase H inhibition: 3%

Results for O=C1NC(=S)N/C1=C/c1ccc(O)c(Br)c1 ?
RNase H inhibition: 15%

What do the screens show for `CNCC(=O)NC12CC3CC(CC(C3)C1)C2`?
RNase H inhibition: 10%

Results for Cc1ccccc1NC(=O)c1cccc(S(=O)(=O)NC2CCCCC2)c1 ?
RNase H inhibition: 3%

What do the screens show for `O=C(c1cccc(C(=O)N2CCN(c3cccc(Cl)c3)CC2)c1)N1CCN(c2cccc(Cl)c2)CC1`?
RNase H inhibition: 2%

What do the screens show for `O=C(Nc1ccc(O)c(-c2nc3ccccc3s2)c1)C(c1ccccc1)c1ccccc1`?
RNase H inhibition: 17%

Results for COc1cc2c(cc1NCc1ccc3c(c1)OCO3)oc1ccccc12 ?
RNase H inhibition: 20%

What do the screens show for `COc1cc(/C=N\NC(=O)C2COc3cc4ccccc4cc3O2)ccc1OCc1ccccc1` (configuration not stated)?
RNase H inhibition: 14%

How did Cc1ccc(C(=O)CSc2nnnn2-c2ccccc2)c(C)c1 do in these assays?
RNase H inhibition: 7%

What do the screens show for `COc1ccc(CCNS(=O)(=O)c2ccc3ccccc3c2)cc1`?
RNase H inhibition: 28%

What do the screens show for `O=c1sc2ccccc2c(N2CCOCC2)c1[N+](=O)[O-]`?
RNase H inhibition: 0%

Results for CC(=O)Nc1cccc(NC(=O)CSc2nc3ccc(C)cc3[nH]2)c1 ?
RNase H inhibition: 2%

What do the screens show for `CCOc1ccc(-c2nc(-c3ccc(Cl)cc3)cc(=O)o2)cc1`?
RNase H inhibition: 18%

What do the screens show for `CNc1nc(Nc2ccccc2C(=O)c2ccccc2)nc(OC(C(F)(F)F)C(F)(F)F)n1`?
RNase H inhibition: 12%

Results for CC1=C(C(=O)OCC2CCCO2)C(c2cccc3ccccc23)NC(=O)N1 (configuration not stated) ?
RNase H inhibition: 14%

How did CCN(CC)CCCNC(=O)c1cccc(OC)c1 do in these assays?
RNase H inhibition: 35%

What do the screens show for `CN1C(=O)S/C(=C\c2cc(Cl)c(OCC(=O)O)c(Cl)c2)C1=O`?
RNase H inhibition: 7%

How did CCOc1ccc(C(=O)Nc2cc(C(F)(F)F)ccc2Cl)cc1Br do in these assays?
RNase H inhibition: 7%

What do the screens show for `C=CCOc1ccccc1/C=C1/SC(=S)NC1=O`?
RNase H inhibition: 11%

Results for Cc1ccc(NC(=O)C(C)(C)C)cc1[N+](=O)[O-] ?
RNase H inhibition: 10%

What do the screens show for `O=c1[nH][nH]c(=O)c2cc(N3CCCC3)ccc12`?
RNase H inhibition: 0%

How did Cc1[nH]n(-c2ccccc2)c(=O)c1C=Nc1ccccc1[N+](=O)[O-] do in these assays?
RNase H inhibition: 5%

How did Cc1ccccc1NC(=O)/C(C#N)=C/c1cc(C)n(-c2ccccc2)c1C do in these assays?
RNase H inhibition: 8%

How did CCOc1ccc(OCCOCCOc2ccc(Cl)cc2Br)cc1 do in these assays?
RNase H inhibition: 20%

How did C=CCNC(=S)N/N=C/c1ccc(O)cc1 do in these assays?
RNase H inhibition: 9%

How did CC1=C(C(=O)OCc2ccccc2)C(c2ccc([N+](=O)[O-])cc2)C2=C(CC(C)(C)CC2=O)N1 (configuration not stated) do in these assays?
RNase H inhibition: 26%

What do the screens show for `CCCOc1ccc(N2C(=O)CC(NCc3cccnc3)C2=O)cc1` (configuration not stated)?
RNase H inhibition: 4%
